# Platelet DG rel = platelet dense granule release activity. human platelet-rich plasma, SFLLRN dense granule ATP release, luminescence. inhibition, %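 (compounds screened at 7.5 µM in platelet-rich plasma)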. hit rate 0.22% among 300,000;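 active = mean replicate score, as percent of positive control, at or above 50; inconclusive = mean below 50 but at least one replicate at or above 50; inactive = mean and every replicate below 50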
# AI-2 QS mod = Vibrio harveyi AI-2 quorum sensing modulation. Vibrio harveyi JMH597 AI-2 luminescence/OD600 ratio, 9 h; hits give low values; strain lacks LuxN and CqsS sensors; 0 = neutral-control median. activity change, % at 7.5 µM. hit rate 0.4% among 300,000; in the data active = activity change below about -75%, passing the limit was not always enough; inconclusive = no clear call, values can overlap the other calls;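 note: luminescence divided by OD600 gain over 9 h not by final OD600 alone; inactives centre near 13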
# HDAC3 inhib = blocks human histone deacetylase 3. O15379. recombinant HDAC3, fluorogenic peptide/trypsin coupled, fluorescence. inhibition, % at 8.3 µM. hit rate 0.15% among 320,000. AID 2718; in the data active = inhibition above about 26%, passing the limit was not always enough; inconclusive = no clear call, values can overlap the other calls
# Target sequence (O15379 whole entry, looked up): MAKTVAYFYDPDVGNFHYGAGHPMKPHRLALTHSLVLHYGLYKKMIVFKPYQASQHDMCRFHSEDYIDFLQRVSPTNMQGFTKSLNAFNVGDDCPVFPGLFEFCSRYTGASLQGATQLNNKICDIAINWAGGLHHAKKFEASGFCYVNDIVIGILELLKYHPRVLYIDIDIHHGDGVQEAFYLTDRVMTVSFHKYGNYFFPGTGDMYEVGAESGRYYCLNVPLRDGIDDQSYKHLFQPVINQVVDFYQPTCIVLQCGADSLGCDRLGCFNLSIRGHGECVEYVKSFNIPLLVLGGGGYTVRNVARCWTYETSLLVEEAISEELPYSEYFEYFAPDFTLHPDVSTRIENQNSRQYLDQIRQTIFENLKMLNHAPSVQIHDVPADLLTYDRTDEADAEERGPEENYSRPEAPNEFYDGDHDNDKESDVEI
# KLF5 inh = inhibitors of KLF5 expression | DLD-1 KLF5 promoter-luciferase reporter, luminescence | inhibition, % at 5 µM | hit rate 0.23% among 290,000 | AID 1700;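 active = inhibition above a per-plate limit of that plate's mean compound inhibition plus 3 SD, cut at about 60% in these data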;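 note: 0% = DMSO wells and 100% = LY294002 at 200 µM; higher means less KLF5 promoter-driven luciferase light; inactives centre near -14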
# HSF1 activator = increases HSF-1 driven luciferase reporter signal; NIH3T3-HGL HSF-1 luciferase reporter, MG132, 8 h; 100% = twice DMSO control signal; hit rate 1.7% among 300,000; activation, % at 9 µM;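 active = mean replicate activation of at least 50% with a set share of replicates each reaching 50%; inconclusive = only one of those two conditions met; inactive = mean below 50% and too few replicates reaching it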;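 note: 0% = median of the neutral control wells and 100% = twice that signal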
# HIF act = HIF pathway transcriptional activation; hit rate 0.32% among 300,000; U2OS HRE-luciferase reporter, luminescence; normalized: DMSO 0%, desferrioxamine 100%; activation, % at 7.5 µM (by protocol);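 active = mean activation of at least 10% of the iron chelator positive control signal, with at least half of replicates also reaching 10%; inconclusive = mean and replicate majority disagree about reaching 10%; inactive = mean and most replicates under 10%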
# HSF1 inh = HSF1 inhibition | activity change, negative = inhibition, % at 7.5 µM (by protocol) | hit rate 0.77% among 300,000 | NIH3T3-HGL HSE-luciferase, MG132-induced, luminescence 8 h; hits give low values;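 active = more than half of replicate wells show activity change below -50%, luminescence cut by over half; inconclusive = some wells, but at most half, below -50%; inactive = no replicate well below -50%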;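 note: luciferase reports HSF-1 transcriptional activity via heat shock element; 0% = median of DMSO wells and -100% = zero luminescence signal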
# IEC-6 tox = counter-screen for KLF5 inhibitors: cytotoxicity in IEC-6 cells; IEC-6 cytotoxicity, luminescence viability; inhibition, % at 5 µM; hit rate 0.78% among 290,000; AID 1825; in the data active = inhibition above about 22%;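 note: 0% = plate median of test compound wells and 100% = cytotoxic reference compound wells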
# HSP90 refold inh = HSP90 refolding inhibition in rabbit reticulocyte lysate; luciferase refolding luminescence, 3 h; inhibition, % at 5.6 µM; hit rate 0.91% among 290,000; AID 1789;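 active = inhibition above the screen-wide mean plus 3 SD, computed separately per campaign, cut at about 16% in these data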;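 note: 0% = DMSO wells and 100% = 60 µM geldanamycin wells; inhibitors lower the luminescence because luciferase stays unfolded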
# aSyn UTR inh = MLPCN primary screen, SNCA 5' untranslated region. alpha-synuclein 5'UTR reporter, inhibitor activity. hit rate 0.82% among 300,000. inhibition, % (tested at 7.5 µM); in the data active = inhibition above about 60%; inconclusive = no clear call, values can overlap the other calls;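 note: H4 neuroglioblastoma cells stably carrying SNCA 5'UTR luciferase fusion; 0% = DMSO wells and 100% = positive control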
# An asterisk follows results filed as active; u = inconclusive; x = not tested or not shown.
SMILES,Platelet DG rel,AI-2 QS mod,HDAC3 inhib,KLF5 inh,HSF1 activator,HIF act,HSF1 inh,IEC-6 tox,HSP90 refold inh,aSyn UTR inh
CCCN1CCN(C(c2cc3cc(OCC)ccc3[nH]c2=O)c2nnnn2C2CCCCC2)CC1 (stereo not drawn),7,18,11,11,-22,0.3,-14,-5,1,9
CCN(CC)S(=O)(=O)c1ccc2c(c1)N(CC(=O)Nc1ccc(NC(C)=O)cc1)C(=O)CO2,0,9,-3,-28,1,0.4,2,1,3,6
CCOc1cccc2cc(C(=O)N3CCOCC3)c(=O)oc12,-3,13,-2,-12,-4,-0.1,3,5,0,1
CCOC(=O)c1sc(NC(=O)c2ccccc2)cc1C,24,15,4,-186,55*,1.7,25,1,-6,-181
C/C(Cn1nnc([N+](=O)[O-])n1)=N\NC(=O)c1ccncc1,1,15,-4,6,-12,1.0,-2,1,-5,0
CC1CC(C)CN(CCCNC(=O)CN2C(=O)CSc3ccc(S(=O)(=O)N4CCOCC4)cc32)C1 (stereo not drawn),5,12,0,-16,-7,0.1,0,3,6,13
COC(=O)c1ccccc1NC(=O)c1cnc2sccn2c1=O,-3,19,4,-2,36,-0.1,7,-3,-4,-4
Cc1c(Cl)cccc1NC(=O)Nc1ccc(C(=O)N2CCCC2)cc1,u,11,3,-20,13,1.6,3,-12,0,-78
CN(C(=O)C1CCCO1)c1nnc(-c2ccccn2)s1 (stereo not drawn),1,6,-6,-15,27,1.8,12,-1,4,-33
COC(=O)CSc1cc(SCC(=O)OC)c(C#N)c(SCC(=O)OC)c1,-3,14,-5,-10,-2,0.0,3,4,-2,-27
COc1ccc(C2C(C#N)=C(N)Oc3n[nH]c(C)c32)cc1CSc1ccccn1 (stereo not drawn),0,-2,6,-5,0,-1.4,6,-2,-1,16
CNC(=S)N(CCc1c(C)[nH]c2ccccc12)Cc1cccnc1,-6,-8,x,-2,-5,1.5,1,-2,2,-3
CCCC(NC(=O)CCl)c1ccccc1 (stereo not drawn),3,33,-6,-7,6,-0.6,-6,-5,1,-72
COc1ccc(N(CC(=O)NCCSc2ccccn2)S(=O)(=O)c2ccccc2)cc1Cl,3,15,2,-19,-2,-0.6,3,3,-3,-14
N/C(=N\OC(=O)CCc1ccccc1)c1ccc(Br)cc1,11,-24,-4,2,13,0.7,2,2,2,-50
O=C(CSc1n[nH]c(=O)n1Cc1ccco1)c1ccc2c(c1)OCCO2,-7,29,4,-73,4,3.9,-1,4,-1,-48
COc1ccc(OC)c(C2C(C(=O)c3ccco3)=C(O)C(=O)N2Cc2cccnc2)c1 (stereo not drawn),8,2,8,-10,0,-0.1,-2,0,2,15
COc1ccc(-c2ccc(SCC(=O)c3cccs3)nn2)cc1,-5,37,7,-55,19,1.6,4,-2,-3,-94
COc1ccc(CNC(=S)NCc2ccc(OC(C)C)cc2)cc1,2,28,-2,-9,2,-0.1,-3,-1,-4,11
COc1coc(C(O)C[N+](=O)[O-])cc1=O (stereo not drawn),-2,26,-2,-23,4,-0.2,6,7,-3,-5
CC(C)CN(C(=O)CSc1nncn1-c1ccccc1)c1c(N)n(CC(C)C)c(=O)[nH]c1=O,-4,11,0,2,-7,-0.6,-4,2,-2,-12
CCCOC1CCCN(C(=O)c2ccc(OC3CCN(C(=O)CCOC)CC3)cc2)C1 (stereo not drawn),-4,45,3,-39,0,0.9,4,-4,-5,-18
CCOC(=O)C1(Cc2cccc(F)c2)CCN(Cc2cnn(CC)c2)CC1,2,4,7,-19,12,0.3,3,-2,-1,-15
COCc1cc(=O)[nH]c(/N=C(\N)Nc2ccc(C)cc2C)n1,1,6,-4,-14,-13,0.0,-3,-3,-1,-4
COc1ccc(NC(=O)CSc2nnc3ccc(-c4ccccn4)nn23)cc1,5,37,4,x,-4,-0.1,-1,x,x,-17

# The final two entries of the section before open the next one.
SMILES,Platelet DG rel,AI-2 QS mod,HDAC3 inhib,KLF5 inh,HSF1 activator,HIF act,HSF1 inh,IEC-6 tox,HSP90 refold inh,aSyn UTR inh
COCc1cc(=O)[nH]c(/N=C(\N)Nc2ccc(C)cc2C)n1,1,6,-4,-14,-13,0.0,-3,-3,-1,-4
COc1ccc(NC(=O)CSc2nnc3ccc(-c4ccccn4)nn23)cc1,5,37,4,x,-4,-0.1,-1,x,x,-17
O=C(Cc1ccc2c(c1)OCCO2)N1CCN(S(=O)(=O)c2cccc(C(F)(F)F)c2)CC1,-3,13,0,-6,13,-0.5,-4,0,1,17
CC(=O)Nc1ccc2c(CN3C(=O)NC(C)(c4ccc(C)cc4)C3=O)cc(=O)oc2c1 (stereo not drawn),0,12,-52,21,-14,-0.5,-1,6,-1,-22
NC(=O)CC(NC(=O)Cc1ccc(Br)cc1)c1ccc(NCCOc2ccccc2)c([N+](=O)[O-])c1 (stereo not drawn),-8,10,u,x,20,0.2,4,x,x,46
O=C(O)CCN1C(=O)C2C3c4ccccc4C(c4ccccc43)[C@@H]2C1=O (stereo partly drawn),4,9,-12,3,4,0.3,-7,1,5,8
O=C(CCn1c(=O)oc2ccccc21)Nc1cccc(Br)c1,-5,0,x,-18,12,-0.5,12,6,3,-11
O=C(COc1ccc(CO)cc1Cl)Nc1ccc(F)cc1,4,4,-2,-161,55*,-4.0,34,-2,37*,50
CCNC(=O)COC(=O)c1cc(C)nc2ccccc12,12,12,-1,-24,-10,-0.3,-5,5,2,1
Cc1ccnc(SCC(=O)Nc2sc3c(c2C#N)CCC(C(C)(C)C)C3)n1 (stereo not drawn),-1,8,-8,6,0,-0.3,0,1,7,8
Cc1cc(OCc2nnc(SCC(=O)O)n2-c2ccccc2)ccc1Cl,6,-1,-1,-3,-1,1.2,-1,4,5,-4
O=C(Cc1cnc2ncnn2c1)N1CCc2c([nH]c3ccccc23)C1c1ccccn1 (stereo not drawn),1,10,2,-1,-8,-0.2,-9,5,3,-32
CC1(C)C(CO)=CC(=O)C2=C1SCC(=O)N2,1,32,2,-44,-4,-1.4,3,-7,0,16
C/C(=N\NC(=O)c1ccccc1NC(=O)c1ccc(Cl)cc1)c1ccncc1,96*,14,1,65*,-15,1.3,2,13,52*,28
O=S(=O)(NCc1ccccn1)c1cc(Cl)ccc1Cl,14,x,-1,-101,20,0.3,0,-7,-3,8
Cc1ccc(CN2CCN(CC(=O)N/N=C/c3ccccc3F)CC2)cc1,3,x,1,-24,8,0.0,2,0,-1,-63
COc1cc(/C=C2\N=C(c3ccccc3)OC2=O)ccc1OC(C)=O,1,6,0,-2,24,-28,2,0,0,-16
Cc1ccc(S(=O)(=O)N2CCN(C(=O)N(C)C)CC2)cc1C,-1,5,3,5,11,-0.7,0,4,2,-9
O=C(CSc1oc(-c2cccs2)nc1S(=O)(=O)c1ccccc1)NC1CCCCC1,-8,-5,1,-26,6,0.4,10,-2,5,21
Brc1ccc(-c2nnc(-c3ccc4c(c3)OCO4)o2)o1,3,4,-2,-113,x,x,x,-4,1,x
O=C(Nc1ccc(F)cc1)c1cccc(C(=O)Nc2ccc(F)cc2)c1,9,3,5,-22,-8,0.1,6,5,0,8
COc1cc(Oc2nc(C(F)(F)F)nc3ccccc23)ccc1C=O,5,27,-7,-7,-3,-6.3,-1,0,-3,1
COc1ccc(CN(C)C(=O)c2ccccc2Sc2ccccc2C#N)c(OC)c1,-6,11,7,-18,-4,0.2,2,3,1,-11
COCCN(C(=O)CNC(=O)c1cccs1)C(C(=O)NC(C)(C)C)c1ccccc1 (stereo not drawn),7,1,-3,-42,6,0.0,-1,0,-1,-5
COCc1cc(CN2CCN(CCCc3ccccc3)C(CCO)C2)ccc1OC (stereo not drawn),2,7,-3,-67,-4,-0.4,-10,-5,-2,5
CC(C)(C)N1C(=O)c2ccc(C(=O)Nc3cc(C(=O)O)cc(C(=O)O)c3)cc2C1=O,-2,11,5,-14,-15,-0.3,-6,-3,0,-4
CCOC(=O)C1CCC/C1=N\NC(=O)CN(c1cc(OC)ccc1OC)S(=O)(=O)c1ccccc1 (stereo not drawn),4,12,8,17,-5,0.1,12,3,1,2

# The list goes on:
SMILES,Platelet DG rel,AI-2 QS mod,HDAC3 inhib,KLF5 inh,HSF1 activator,HIF act,HSF1 inh,IEC-6 tox,HSP90 refold inh,aSyn UTR inh
Cc1cccc(N2C(=O)SC(SC(=Nc3ccccc3)Nc3ccccc3)C2=O)c1 (stereo not drawn),-16,32,1,-105,14,2.7,13,5,2,-58
N#Cc1ccc(Oc2cccnc2)cc1C#N,-4,3,1,-22,-15,-0.4,-5,0,-1,2
O=[N+]([O-])C1=CC=C2C(=NC3(CCCCC3)N2O)C1=NC1CCCCC1,-13,29,-5,-11,0,-0.1,2,-3,-5,4
CC(C)(C)C(=O)NNC(=O)C1CC1(c1ccccc1)c1ccccc1 (stereo not drawn),-17,21,3,-11,5,0.3,-8,-2,0,-15
Cc1c(C(=O)N2CCC(C(N)=O)CC2)sc(N)c1C#N,x,x,1,-9,x,x,x,0,-1,x
O=[N+]([O-])c1ccc2c(c1)CNc1ccccc1O2,2,19,2,-11,14,-0.1,9,-5,-2,-11
CCCCn1c(N)c(N(CC(C)C)C(=O)c2oc3ccc(OCC)cc3c2C)c(=O)[nH]c1=O,8,-2,1,-3,18,-1.3,-3,-1,3,-6

# Part of the list above, with two lines to a compound.
# Below each SMILES – Platelet DG rel, AI-2 QS mod, HDAC3 inhib, KLF5 inh, HSF1 activator, HIF act, HSF1 inh, IEC-6 tox, HSP90 refold inh, aSyn UTR inh
Cc1cccc(N2C(=O)SC(SC(=Nc3ccccc3)Nc3ccccc3)C2=O)c1 (stereo not drawn)
 : -16, 32, 1, -105, 14, 2.7, 13, 5, 2, -58
O=[N+]([O-])c1ccc2c(c1)CNc1ccccc1O2
 : 2, 19, 2, -11, 14, -0.1, 9, -5, -2, -11
Cc1c(C(=O)N2CCC(C(N)=O)CC2)sc(N)c1C#N
 : x, x, 1, -9, x, x, x, 0, -1, x

# Four entries already listed, ordered by count of non-hydrogen atoms, high to low:
SMILES,Platelet DG rel,AI-2 QS mod,HDAC3 inhib,KLF5 inh,HSF1 activator,HIF act,HSF1 inh,IEC-6 tox,HSP90 refold inh,aSyn UTR inh
CCCCn1c(N)c(N(CC(C)C)C(=O)c2oc3ccc(OCC)cc3c2C)c(=O)[nH]c1=O,8,-2,1,-3,18,-1.3,-3,-1,3,-6
Cc1cccc(N2C(=O)SC(SC(=Nc3ccccc3)Nc3ccccc3)C2=O)c1 (stereo not drawn),-16,32,1,-105,14,2.7,13,5,2,-58
CC(C)(C)C(=O)NNC(=O)C1CC1(c1ccccc1)c1ccccc1 (stereo not drawn),-17,21,3,-11,5,0.3,-8,-2,0,-15
O=[N+]([O-])c1ccc2c(c1)CNc1ccccc1O2,2,19,2,-11,14,-0.1,9,-5,-2,-11
